High-throughput results from PubChem.
JMJD2A Tudor – inhibitors of human JMJD2A Tudor domain. O75164. AlphaScreen JMJD2A-Tudor / H3K4me3 peptide binding. Potency, µM (highest dose often 114 µM), without a hit: top-dose activity change, negative = inhibition, usual class: inhibitors. 390,000 compounds, 4.4% hits. AID 504339; further: on the % scale 0 is the no-effect control and ±100 the full control effect; nearly all actives have a fitted effect of over 50% in size
Target sequence (O75164 whole entry, looked up, the tested form may be a part): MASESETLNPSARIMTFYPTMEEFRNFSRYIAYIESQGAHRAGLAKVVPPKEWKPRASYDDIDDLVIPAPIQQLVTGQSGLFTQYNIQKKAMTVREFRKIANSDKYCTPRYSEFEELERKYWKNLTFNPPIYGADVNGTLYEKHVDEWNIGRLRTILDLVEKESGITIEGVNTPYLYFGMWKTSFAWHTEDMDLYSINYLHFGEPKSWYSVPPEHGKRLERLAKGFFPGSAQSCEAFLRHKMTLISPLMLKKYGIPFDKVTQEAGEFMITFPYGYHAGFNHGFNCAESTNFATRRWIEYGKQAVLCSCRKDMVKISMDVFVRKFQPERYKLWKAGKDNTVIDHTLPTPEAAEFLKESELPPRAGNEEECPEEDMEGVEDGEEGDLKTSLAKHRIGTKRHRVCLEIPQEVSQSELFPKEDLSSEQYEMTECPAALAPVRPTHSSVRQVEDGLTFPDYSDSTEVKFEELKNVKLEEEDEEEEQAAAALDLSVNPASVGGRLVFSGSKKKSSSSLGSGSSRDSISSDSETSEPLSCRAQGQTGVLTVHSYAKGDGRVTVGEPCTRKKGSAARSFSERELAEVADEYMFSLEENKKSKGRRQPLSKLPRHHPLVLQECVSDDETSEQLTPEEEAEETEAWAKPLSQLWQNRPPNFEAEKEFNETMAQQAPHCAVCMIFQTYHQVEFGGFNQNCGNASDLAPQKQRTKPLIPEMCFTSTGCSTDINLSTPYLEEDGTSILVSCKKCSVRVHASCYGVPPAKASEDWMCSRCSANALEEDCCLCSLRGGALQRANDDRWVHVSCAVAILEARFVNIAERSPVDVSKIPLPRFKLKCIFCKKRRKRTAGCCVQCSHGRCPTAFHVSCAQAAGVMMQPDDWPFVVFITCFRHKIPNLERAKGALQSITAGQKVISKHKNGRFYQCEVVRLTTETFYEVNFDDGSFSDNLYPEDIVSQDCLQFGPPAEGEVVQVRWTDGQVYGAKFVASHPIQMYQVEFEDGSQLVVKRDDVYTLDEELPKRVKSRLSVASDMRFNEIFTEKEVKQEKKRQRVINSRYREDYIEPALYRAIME
GLS inhibitor – inhibitors of human glutaminase (GLS). GLS enzymatic activity, qHTS titration. O94925. AID 624170. 410,000 compounds, 0.21% hits. Potency, µM (highest dose often 45.5 µM), for the others: at the top dose activity change, negative = inhibition, actives largely listed as inhibitors; further: on the % scale 0 is the no-effect control and ±100 the full control effect
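Human kidney-isoform GLS in 45 mM KH2PO4 pH 8.2, 0.02% Tween-20, with compound, started with 1mM L-Glutamine (added stock). Glutamate oxidase/HRP/Amplex red coupled fluorescence read at start and after 30 min at RT.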
RGS4 inh – human RGS4 inhibition | P49798 | Transcreener GDP fluorescence polarization, RGS4-accelerated GTP hydrolysis | Potency, µM (doses to about 114 µM), for the others: top-dose activity change, negative = inhibition, hits mostly inhibitors | 390,000 compounds, 0.039% hits | AID 504845; further: on the % scale 0 is the no-effect control and ±100 the full control effect; nearly all actives have a fitted effect of over 75% in size; some results filed as inactive show a strong effect at the top dose
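MLSMR compounds (23 nl, pin-transferred) preincubated 10 min at room temperature with a 500nM (2x) first reagent, then RGS4 at 900nM (2x) plus Transcreener GDP mix added; fluorescence polarization (620/688 nm) read before and after 90 min at 30 °C.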
rTrxR1 inhibitor – rat TrxR1 inhibition. AID 588453. recombinant rTrxR1, NADPH fluorescence consumption, selenite substrate. 390,000 compounds, 1% hits. O89049. Potency, µM (highest dose often 114 µM), inactives show at the top dose activity change, negative = inhibition, most hits filed as inhibitors; further: on the % scale 0 is the no-effect control and ±100 the full control effect; nearly all actives have a fitted effect of over 65% in size
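Rat TrxR1 (90 nM in the dispensed reagent) was pre-reduced with 400 uM NADPH for 5 min at room temperature, then incubated with compound for 15 min. After 400 uM selenite was added, NADPH fluorescence (Ex 340/Em 450 nm) was followed for 8 min.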
12-LOX inh – ALOX12 (human) lipoxygenase inhibition; P18054; purified 12hLO, xylenol orange hydroperoxide absorbance; Potency, µM (series often up to 108 µM), for the others: at the top dose activity change, negative = inhibition, hits mostly inhibitors; 580,000 compounds, 1.1% hits; AID 1671190; further: on the % scale 0 is the no-effect control and ±100 the full control effect
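Purified human 12hLO (150 nM final) in 25 mM Hepes, 0.01% Triton X-100, pH 7.0 was preincubated 15 min at room temperature with compound. Then 40 uM arachidonic acid was added, 30 min. Hydroperoxide was read by Fe-XO absorbance ratio 573/405 nm.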
ERG Ets-DNA blk – inhibitors of human ERG Ets domain-DNA interaction. Potency, µM (highest dose often 76.9 µM), without a hit: at the top dose FP activity, negative = inhibition, usual class: inhibitors. fluorescence polarization, His-ERG Ets domain / labelled DNA. AID 624246. 370,000 compounds, 0.028% hits; active means well fitted inhibition curve with a large enough effect in the polarisation, with a control signal flat; inconclusive means small, poorly fitted or top-dose-only effect, or effect the other way, or a change in a side signal; inactive means no such curve, though single readings can be large or run the other way; the % refers to the polarisation;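 further: polarization taken with two DNA probes labelled with fluorescein and Texas red; % of control where 0% means no effect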
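His-tagged ERG Ets domain (1 uM in the protein solution; 300mM KCl, 50mM Tris-HCl, 1mM EDTA, 1mM DTT, pH 7.5) received compound, then a probe mix of 5 nM fluorescein-DNA and 100nM Texas-615-DNA. Fluorescence polarization was read for both dyes.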
Pin1 inhibitor – blocks the human prolyl isomerase Pin1; Q13526; Pin1 FP peptide displacement, HiFluor488, 10 min; Potency, µM (highest dose often 115 µM), for the others: at the highest dose activity, negative = inhibition, hits mostly inhibitors; 390,000 compounds, 0.009% hits; active means well fitted inhibition curve with a large enough effect in the polarisation, with a control signal flat, not every such curve was filed as active; inconclusive means small, poorly fitted or top-dose-only effect, or effect the other way, or a change in a side signal; inactive means no such curve, though single readings can be large or run the other way; the % refers to the polarisation; further: on the % scale 0 is the no-effect control and ±100 the full control effect
PGK inhibitor – T. brucei PGK inhibition; P07378; PGK/GAPDH coupled, Kinase-Glo luminescence, 60 min; Potency, µM (titrated, usually from 57.5 µM), for inactives: top-dose activity change, negative = inhibition, actives largely listed as inhibitors; 380,000 compounds, 0.043% hits; AID 602233; further: on the % scale 0 is the no-effect control and ±100 the full control effect; nearly all actives have a fitted effect of over 60% in size
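Luminescent ATP detection (Kinase-Glo Plus) follows a 60-minute room-temperature incubation, with wells lacking PGK as controls. Buffer: 100 mM TEA (pH 7.6), 5 mM MgCl2, 0.01% Tween-20. Coupling enzyme GAPDH (100 nM final) supplies unstable 1,3-BPG in-well.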
HP1b chromo inh – blocks HP1-beta chromodomain binding to methylated histone tails; P83916; AlphaScreen HP1-beta / biotin-H3K9me3 peptide binding; Potency, µM (highest dose often 114 µM), for inactives: top-dose activity change, negative = inhibition, hits mostly inhibitors; 390,000 compounds, 0.56% hits; further: nearly all actives have a fitted effect of over 70% in size; inactives centre near 23
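HP1-beta protein (50 nM final) preincubated 30 min at room temperature with biotinylated H3(1-18)K9me3 peptide (50 nM) in PBS pH 7.4, 0.01% Tween-20, then compound added for 30 min. AlphaScreen streptavidin donor/nickel chelate acceptor beads (10 ug/mL final), 30 min dark, luminescence read.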
* hit, by the source's call; & = joins results of further samples; [ ] = remark or other dose. Unless noted, the call rests on the fitted dose curve; in most records, active means well fitted curve in the direction sought with a large enough effect; inconclusive means small, poorly fitted or top-dose-only effect, or another doubt; inactive means no such curve, though single readings can be large; an effect the other way counts as inactive or inconclusive. Potency means the concentration at half of the fitted maximal effect.

COc1ccccc1N1CCN(C(=O)COc2cccc3ccccc23)CC1 was read as JMJD2A Tudor -23%, GLS inhibitor -2%, RGS4 inh -34%, rTrxR1 inhibitor 3%, 12-LOX inh 0%, ERG Ets-DNA blk 15%, Pin1 inhibitor -24%, PGK inhibitor -5% and HP1b chromo inh 18%.
For Cc1cccc(CN2CCC(CNC(=O)C3CCCN(S(=O)(=O)c4cnc[nH]4)C3)CC2)c1 (stereo unspecified) the results were JMJD2A Tudor -12%, GLS inhibitor -11%, RGS4 inh -11%, rTrxR1 inhibitor 17%, ERG Ets-DNA blk 7%, Pin1 inhibitor 5%, PGK inhibitor -8% and HP1b chromo inh 34%.
`O=C(O)C1C2C=CC(O2)C1C(=O)Nc1ccc(S(=O)(=O)N2CCc3ccccc32)cc1` (stereo unspecified) gave JMJD2A Tudor -35%, GLS inhibitor 1%, RGS4 inh -3%, rTrxR1 inhibitor inconclusive, 12-LOX inh inconclusive, ERG Ets-DNA blk 0%, Pin1 inhibitor -9%, PGK inhibitor -15% and HP1b chromo inh 3%.
Screening Cc1cc(C)n(C(=O)c2cc3sccc3[nH]2)n1 returned JMJD2A Tudor 9%, GLS inhibitor 8%, RGS4 inh -18%, rTrxR1 inhibitor 9%, 12-LOX inh -7%, Pin1 inhibitor 0%, PGK inhibitor -8% and HP1b chromo inh 33%.
Screening COc1cc2[nH]c(=S)nc(NCc3cccc(Cl)c3)c2cc1OC returned JMJD2A Tudor -23%, GLS inhibitor -1%, RGS4 inh -52%, rTrxR1 inhibitor inconclusive, 12-LOX inh 0%, ERG Ets-DNA blk 10%, Pin1 inhibitor -11%, PGK inhibitor -2% and HP1b chromo inh 114%[activator].
Cc1csc(NC(=O)CCn2c(=O)oc3ccc(Cl)cc32)n1 was read as JMJD2A Tudor -22%, GLS inhibitor 8%, RGS4 inh 6%, rTrxR1 inhibitor -18%, 12-LOX inh -1%, ERG Ets-DNA blk 12%, Pin1 inhibitor -3%, PGK inhibitor inactive and HP1b chromo inh 12%.
`COc1cc(NC(=O)c2ccc([N+](=O)[O-])cc2)c(OC)cc1NC(=O)CC(C)C` gave JMJD2A Tudor -14%, GLS inhibitor 15%, RGS4 inh 3%, rTrxR1 inhibitor 22%, 12-LOX inh 234%[activator], ERG Ets-DNA blk 1%, Pin1 inhibitor 2%, PGK inhibitor 4% and HP1b chromo inh 24%.
Screening Cc1ccc(-c2csc3ncnc(N4CCN(C)CC4)c23)cc1C returned JMJD2A Tudor -34%, GLS inhibitor 5%, RGS4 inh 25%, rTrxR1 inhibitor 7%, 12-LOX inh 17%, ERG Ets-DNA blk -9%, Pin1 inhibitor 10%, PGK inhibitor 2% and HP1b chromo inh 18%.
O=C(CSc1nnc(-c2ccco2)n1-c1ccccc1)N1CCN(C(=O)c2ccco2)CC1 was read as JMJD2A Tudor -31%[11.4 µM], GLS inhibitor inconclusive, RGS4 inh -4%[11.4 µM], rTrxR1 inhibitor -14%, 12-LOX inh 24%, ERG Ets-DNA blk -3%, Pin1 inhibitor -1%, PGK inhibitor -9% and HP1b chromo inh -14%.
Screening COC(=O)c1ccccc1NC(=O)CN1C(=O)c2ccccc2S1(=O)=O returned JMJD2A Tudor -11%, GLS inhibitor -1%, RGS4 inh -17%, rTrxR1 inhibitor 31%, 12-LOX inh -10%, Pin1 inhibitor 5%, PGK inhibitor -3%[11.5 µM] and HP1b chromo inh 25%.

The final 2 records of the part above lead into the next.
O=C(CSc1nnc(-c2ccco2)n1-c1ccccc1)N1CCN(C(=O)c2ccco2)CC1 was read as JMJD2A Tudor -31%[11.4 µM], GLS inhibitor inconclusive, RGS4 inh -4%[11.4 µM], rTrxR1 inhibitor -14%, 12-LOX inh 24%, ERG Ets-DNA blk -3%, Pin1 inhibitor -1%, PGK inhibitor -9% and HP1b chromo inh -14%.
Screening COC(=O)c1ccccc1NC(=O)CN1C(=O)c2ccccc2S1(=O)=O returned JMJD2A Tudor -11%, GLS inhibitor -1%, RGS4 inh -17%, rTrxR1 inhibitor 31%, 12-LOX inh -10%, Pin1 inhibitor 5%, PGK inhibitor -3%[11.5 µM] and HP1b chromo inh 25%.
Cc1cc(C(=O)N/N=C2\CCCC(=O)C2)c(C)o1 was read as JMJD2A Tudor -24%, GLS inhibitor -9%, RGS4 inh 9%, rTrxR1 inhibitor -3%[57.1 µM], 12-LOX inh -17%, ERG Ets-DNA blk 5%, Pin1 inhibitor 1%, PGK inhibitor 2% and HP1b chromo inh 5%.
For CCC(NC(=O)N(Cc1ccccc1)Cc1ccc2c(c1)OCO2)(C(F)(F)F)C(F)(F)F the results were JMJD2A Tudor 5%, GLS inhibitor 8%, RGS4 inh 6%, rTrxR1 inhibitor 22%, 12-LOX inh -9%, ERG Ets-DNA blk 8%, Pin1 inhibitor -6%, PGK inhibitor -3% and HP1b chromo inh 23%.
`Cc1cc(NC(=O)CSc2ccc3nnc(-c4ccc(Cl)cc4)n3n2)no1` gave JMJD2A Tudor -4%, GLS inhibitor -2%, RGS4 inh -25%, rTrxR1 inhibitor 13%, 12-LOX inh inconclusive, ERG Ets-DNA blk 0%, Pin1 inhibitor 6%, PGK inhibitor -5% and HP1b chromo inh 23%.
Screening COc1ccc(-c2cc(C(=O)N3CCCCC3C)no2)cc1OC (stereo unspecified) returned JMJD2A Tudor -1%, GLS inhibitor -6%, RGS4 inh 5%, rTrxR1 inhibitor 8%, 12-LOX inh -22%, ERG Ets-DNA blk -9%, Pin1 inhibitor inconclusive and HP1b chromo inh 40%[activator].
CCC(=O)N1CCc2cc(Br)cc(S(=O)(=O)CCC(=O)NCCc3ccccc3)c21 was read as JMJD2A Tudor -4%&-13%, GLS inhibitor -3%&4%, RGS4 inh -2%&14%, rTrxR1 inhibitor 3%&1%, 12-LOX inh -3%&0%, ERG Ets-DNA blk -16%&0%, Pin1 inhibitor -9%&-1%, PGK inhibitor 2%&2% and HP1b chromo inh 44%&31%[activator].
For C[C@@]12C(=O)N(CC3CC3)CC(=O)N1[C@H](/C=C/c1ccccc1)[C@@H]1C(=O)N(c3ccccc3)C(=O)[C@@H]12 the results were JMJD2A Tudor -15%, GLS inhibitor 1%, RGS4 inh 4%, rTrxR1 inhibitor 5%, 12-LOX inh -4%, ERG Ets-DNA blk 1%, Pin1 inhibitor -5%, PGK inhibitor -2% and HP1b chromo inh 11%.
Screening COCCCN1CC(=O)N2C(c3ccc(C)cc3)c3[nH]c4ccccc4c3C[C@H]2C1=O (stereo partly specified) returned JMJD2A Tudor -11%, GLS inhibitor -3%, RGS4 inh -8%, rTrxR1 inhibitor 6%[57.1 µM], 12-LOX inh 9%, ERG Ets-DNA blk -4%, Pin1 inhibitor -1%, PGK inhibitor 7% and HP1b chromo inh 2%.
`S=c1[nH]ncn1/N=C/c1ccccc1` gave JMJD2A Tudor 6.3µM*, GLS inhibitor 4%, RGS4 inh -3%, rTrxR1 inhibitor inconclusive, 12-LOX inh inconclusive, ERG Ets-DNA blk 3%, Pin1 inhibitor -18%, PGK inhibitor 2% and HP1b chromo inh 42%[activator].
For O=C(CSc1nc2ccccc2s1)CSc1nc2ccccc2s1 the results were JMJD2A Tudor 6%, GLS inhibitor 8%, RGS4 inh -19%, rTrxR1 inhibitor -20%, 12-LOX inh -2%, Pin1 inhibitor 25%, PGK inhibitor -6% and HP1b chromo inh 30%.
CCOc1ccc(-c2nc(-c3cccs3)c(CC(=O)O)s2)cc1OC was read as JMJD2A Tudor -9%, GLS inhibitor -19%, RGS4 inh -1%, rTrxR1 inhibitor 21%[57.1 µM], 12-LOX inh 3%, ERG Ets-DNA blk -5%, Pin1 inhibitor 3%, PGK inhibitor -8% and HP1b chromo inh 46%.
O=C(/C=C/C=C/c1ccccc1)c1ccco1 was read as JMJD2A Tudor -23%, GLS inhibitor 3%, RGS4 inh 4%, rTrxR1 inhibitor -4%[2.29 µM], 12-LOX inh inconclusive, ERG Ets-DNA blk -15%, Pin1 inhibitor -1%, PGK inhibitor -2% and HP1b chromo inh -18%.
CCOc1ccc(NC(=S)N2CCN(C/C=C/c3ccccc3)CC2)cc1 was read as JMJD2A Tudor inconclusive, GLS inhibitor inconclusive, RGS4 inh -45%, rTrxR1 inhibitor 22%[57.1 µM], 12-LOX inh 8%, ERG Ets-DNA blk 0%, Pin1 inhibitor -7%, PGK inhibitor -16% and HP1b chromo inh -38%.
`CN(C)c1ccc(/C=C(/NC(=O)c2ccccc2)C(=O)N/N=C/c2ccc([N+](=O)[O-])c(O)c2)cc1` gave JMJD2A Tudor 45µM*, GLS inhibitor 42%[activator], RGS4 inh 1%, rTrxR1 inhibitor -12%[11.4 µM], 12-LOX inh -3%, ERG Ets-DNA blk -7%, PGK inhibitor -5% and HP1b chromo inh inconclusive.
Screening CC1(C)CC(=O)C(C=NCCCN2CCCC2=O)=C(O)C1 returned JMJD2A Tudor -3%, GLS inhibitor 2%, RGS4 inh 33%, rTrxR1 inhibitor 15%[57.1 µM], 12-LOX inh 8%, Pin1 inhibitor 7% and HP1b chromo inh 18%.
`CC(C)(C)c1ccc(-c2nc(NCc3cccnc3)c3ccccc3n2)cc1` gave JMJD2A Tudor -19%, GLS inhibitor -18%, RGS4 inh -13%, rTrxR1 inhibitor 6%, 12-LOX inh -9%, ERG Ets-DNA blk 9%, Pin1 inhibitor 8%, PGK inhibitor inactive and HP1b chromo inh 18%.

These rows are one share of the data; the hit share may differ from the screen's.
